# Assay outcomes: PubChem BioAssay, National Center for Advancing Translational Sciences (NCATS)
# TRHR ag – TRH receptor (human) agonism; P34981; TRHR cells, calcium flux fluo-8, FDSS agonist mode; activation, % at 2 µM; 360,000 tested, 0.18% active; in the data active means activation above about 30%; further: 0% is about no effect
#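 Read-out: compound-evoked intracellular calcium rise in TRHR cells, fluo-8 dye, kinetic FDSS fluorescence at 1 s/cycle following a 10-cycle baseline. Cells cultured overnight before dye loading (30 min–1.5 h, RT).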
# D2 ag – D2 dopamine receptor (human) agonism | 340,000 tested, 0.53% active | HEK293 T-REx D2 cells, calcium flux agonist mode | P14416 | activation, % at 2 µM;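 active means activation over 3 SD above normal in the single-dose calcium agonist read, cut at about 30% in these data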; further: 0% is about no effect
# Target sequence (P14416 whole entry, looked up): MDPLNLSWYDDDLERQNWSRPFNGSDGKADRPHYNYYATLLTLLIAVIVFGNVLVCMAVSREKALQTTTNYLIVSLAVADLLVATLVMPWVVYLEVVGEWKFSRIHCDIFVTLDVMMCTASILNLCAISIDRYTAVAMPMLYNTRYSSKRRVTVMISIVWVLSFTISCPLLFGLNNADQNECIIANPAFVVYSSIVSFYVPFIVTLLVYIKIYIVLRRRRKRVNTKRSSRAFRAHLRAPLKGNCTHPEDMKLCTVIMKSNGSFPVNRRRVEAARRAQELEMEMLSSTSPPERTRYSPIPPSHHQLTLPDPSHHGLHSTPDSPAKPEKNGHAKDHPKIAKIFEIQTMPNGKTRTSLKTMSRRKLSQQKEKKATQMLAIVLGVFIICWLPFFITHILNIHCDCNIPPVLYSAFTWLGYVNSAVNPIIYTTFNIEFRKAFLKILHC
#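 Agonism scored from kinetic calcium signal (1 read/sec, 180 s) following compound pin transfer, after a 10 s baseline. Cells: HEK293 Trex line expressing inducible D2 receptor coupled to calcium, dye-loaded after overnight culture at 30 C.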
# D2 antagonist – D2 dopamine receptor (human) antagonism; inhibition, % at 10 µM; 340,000 tested, 2% active; P14416; HEK293 TREx D2 cells, calcium flux, dopamine EC80; in the data active means inhibition above about 30%; further: 0% is about no effect
#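 Antagonism is scored as inhibition of an EC80 dopamine-evoked calcium signal in a force-coupled, tetracycline-inducible HEK293 T-REx D2 line, with compound present 180 s before agonist.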
# TrxR1 substrate – rat thioredoxin reductase 1 substrate activity; Potency, µM (series often up to 114 µM), for inactives: top-dose activity change, negative = substrate turnover; O89049; 390,000 tested, 0.01% active; purified TrxR1 substrate turnover, NADPH consumption readout; further: potency means the concentration at half of the fitted maximal effect; on the % scale 0 is the no-effect control and ±100 the full control effect; nearly all actives have a fitted effect of over 50% in size
#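 Rat TrxR1, dispensed at 90 nM, was prereduced with 400 uM NADPH (final) for 5 min at ~22 deg C, then incubated with compound 15 min before 400 uM selenite. A first-read NADPH fluorescence drop versus no-compound background flagged substrates.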
# Pin1 inhibitor – blocks the human prolyl isomerase Pin1 | Q13526 | Pin1 FP peptide displacement, HiFluor488, 10 min | Potency, µM (top dose mostly 115 µM), without a hit: at the highest dose activity, negative = inhibition, hits mostly inhibitors | 390,000 tested, 0.009% active; active means well fitted inhibition curve with a large enough effect in the polarisation, with a control signal flat, not every such curve was filed as active; inconclusive means small, poorly fitted or top-dose-only effect, or effect the other way, or a change in a side signal; inactive means no such curve, though single readings can be large or run the other way; the % refers to the polarisation; further: potency means the concentration at half of the fitted maximal effect; on the % scale 0 is the no-effect control and ±100 the full control effect
# Target sequence (Q13526 whole entry, looked up): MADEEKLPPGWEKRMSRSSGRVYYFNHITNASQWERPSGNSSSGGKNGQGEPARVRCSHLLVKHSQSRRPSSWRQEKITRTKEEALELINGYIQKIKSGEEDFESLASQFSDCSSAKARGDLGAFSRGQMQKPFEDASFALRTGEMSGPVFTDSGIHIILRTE
# USP1-UAF1 inh – blocks the human USP1/UAF1 deubiquitinase complex; O94782; recombinant USP1/UAF1, Ub-Rhodamine cleavage fluorescence; Potency, µM (doses to about 57.1 µM), for inactives: at the highest dose activity change, negative = inhibition, most hits filed as inhibitors; 390,000 tested, 0.23% active; further: potency means the concentration at half of the fitted maximal effect; on the % scale 0 is the no-effect control and ±100 the full control effect; nearly all actives have a fitted effect of over 60% in size; inactives centre near -12
#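 USP1/UAF1 complex at 1 nM was preincubated with compound for 15 min at room temperature, then Ub-Rho substrate (150nM final) was added. Fluorescence (480/540 nm) was read kinetically, 6 reads every 60 seconds.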
# TRHR enhancer – allosterically enhances the human TRH receptor. P34981. TRHR cells, fluo-8 calcium fluorescence, EC20 TRH enhancement. enhancement, % at 2 µM. 360,000 tested, 0.66% active. AID 493056; in the data active means enhancement above about 30%; further: 0% is about no effect
#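 TRHR-expressing cells loaded with fluo-8 calcium dye were read kinetically (ex 480/em 530) during compound addition, then stimulated with an EC20 of TRH (10 nM final). Enhancement of the Gq-mediated intracellular calcium response was scored.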
# IDH1 R132H inh – blocks human mutant IDH1 R132H enzyme; O75874; IDH1-R132H enzyme, NADPH consumption, diaphorase/resazurin fluorescence; Potency, µM (highest dose often 76.6 µM), inactives show at the top dose activity change, negative = inhibition, most hits filed as inhibitors; 390,000 tested, 0.093% active; AID 602179; further: potency means the concentration at half of the fitted maximal effect; on the % scale 0 is the no-effect control and ±100 the full control effect; nearly all actives have a fitted effect of over 65% in size
# Target sequence (O75874 whole entry R132H, stated change not applied): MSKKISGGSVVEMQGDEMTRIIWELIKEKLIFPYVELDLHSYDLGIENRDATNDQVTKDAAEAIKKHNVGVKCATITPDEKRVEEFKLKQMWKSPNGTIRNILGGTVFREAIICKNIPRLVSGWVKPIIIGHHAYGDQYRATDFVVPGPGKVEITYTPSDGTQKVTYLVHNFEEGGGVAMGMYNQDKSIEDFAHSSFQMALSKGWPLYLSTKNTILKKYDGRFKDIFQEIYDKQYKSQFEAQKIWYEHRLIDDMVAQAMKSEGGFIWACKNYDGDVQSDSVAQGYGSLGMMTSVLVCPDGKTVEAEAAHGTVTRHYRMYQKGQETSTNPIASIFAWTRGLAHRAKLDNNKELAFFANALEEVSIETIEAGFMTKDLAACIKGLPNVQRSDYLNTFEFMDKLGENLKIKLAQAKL
#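 IDH1-R132H (0.5 ug/mL) preincubated 30 min with compound, then NADPH (0.016 mM) and alpha-KG (2 mM) added; 80 min at RT, pH 7.5. Remaining NADPH coupled via diaphorase/resazurin to fluorescence (540/590 nm); concentration-response curves normalized to no-enzyme control.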
# rTrxR1 inhibitor – inhibitors of rat thioredoxin reductase 1; O89049; recombinant rTrxR1, NADPH fluorescence consumption, selenite substrate; Potency, µM (top dose mostly 114 µM), for inactives: at the top dose activity change, negative = inhibition, most hits filed as inhibitors; 390,000 tested, 1% active; further: potency means the concentration at half of the fitted maximal effect; on the % scale 0 is the no-effect control and ±100 the full control effect; nearly all actives have a fitted effect of over 65% in size
#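 Rat TrxR1 (90 nM in the dispensed reagent) was pre-reduced with 400 uM NADPH for 5 min at room temperature, then incubated with compound for 15 min. After 400 uM selenite was added, NADPH fluorescence (Ex 340/Em 450 nm) was followed for 8 min.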
# * hit, by the source's call; u = inconclusive; x = not tested or not shown; & = joins results of further samples; [ ] = another dose, or the depositor's remark. Unless noted, the call rests on the fitted dose curve; in most records, active means well fitted inhibition curve with a large enough effect; inconclusive means small, poorly fitted or top-dose-only effect; inactive means no such curve, though single readings can be large or run the other way.
nr | smiles | TRHR ag | D2 ag | D2 antagonist | TrxR1 substrate | Pin1 inhibitor | USP1-UAF1 inh | TRHR enhancer | IDH1 R132H inh | rTrxR1 inhibitor
1 | Cc1ccc(Cn2c(C)c3cnn(CC(=O)O)c(=O)c3c2C)cc1 | 0.7 | -0.6 | x | 5% | -10% | -12% | 4 | x | 8%
2 | COc1ccc(OC)c(-c2csc(-c3c(N)c(C(=O)c4ccc(Cl)cc4)n4ccccc34)n2)c1 | 1.3 | x | x | -3% | u | -25% | 1 | x | 9%
3 | CCCNC(=O)C1CCC(Cn2c(=O)c3sccc3n(CC(=O)N3CCCC(C)C3)c2=O)CC1 (stereo not given) | 0.2 | -1.6 | x | 5%[57.1 µM] | -6% | -18% | 2 | -5% | 18%[57.1 µM]
4 | COCCCn1c(SCC(=O)NC2CCCC2)nnc1-c1ccccc1 | -0.2 | 0.4 | 11 | 12%[0.0914 µM] | -2% | -18% | 2 | -3% | 16%[57.1 µM]
5 | O=C(CSc1nnc2n(C3CCCC3)c(=O)c3ccccc3n12)N1CCCCCC1 | -0.5 | 6.9 | 11 | 7% | -13% | 0% | 1 | 12% | 8%
6 | CCc1ccc(NC(=O)CCNS(=O)(=O)c2ccc3c(c2)oc(=O)n3C)cc1 | -0.4 | x | x | 4% | 0% | -15% | 2 | 0% | 12%
7 | O=C1c2ccccc2-c2nc3ccccc3n21 | 0.4 | 0.3 | 16 | 8%&4% | -5%&-2% | -15%&-4% | -3 | 0%&1% | 21%&-2%
8 | Cc1ccccc1NC(=O)c1cc(S(=O)(=O)N2CCOCC2)ccc1F | -0.6 | -0.6 | -3 | 6%[57.1 µM] | -7% | 11% | -2 | 2% | 11%
9 | CCOC(=O)CSc1ccc2nnc(-c3ccccc3)n2n1 | -0.7 | -0.2 | -1 | 16% | 2% | -28% | 8 | 3% | 18%
10 | COc1ccc(CNC(=O)COC(=O)c2ccc3ccccc3n2)cc1 | x | x | x | 0% | u | -14% | x | 2% | 8%
11 | CC1=C(C(=O)OCCCCCl)C(c2cc3c(cc2Br)OCO3)NC(=O)N1 (stereo not given) | -0.4 | 0.6 | 9 | -6% | 0% | -6% | -7 | -10% | -2%
12 | COc1ccc(NC(=O)CCN2C(=O)NC3(CCCC3)C2=O)cc1Cl | 0.0 | 0.3 | -5 | 3% | -3% | -3% | 2 | -3% | 12%
13 | Cc1ccc(CN2CCC(CNC(=O)c3ccc(NC(=O)C4=CSCCO4)cc3)CC2)cc1 | 0.2 | x | x | 2% | 0% | -17% | 4 | -3% | 11%
14 | C=CCN1C(=NC(=O)COc2ccc(Cl)cc2)SC2CS(=O)(=O)CC21 (stereo not given) | 0.1 | -0.1 | 2 | 0% | -3% | -15% | -1 | 6% | u
15 | COc1ccccc1CNC(=O)c1cc(C2CC2)nc2c1cnn2C(C)C | -0.2 | -1.3 | -3 | 1% | 7% | 1% | -1 | 1% | -6%
16 | CCOC(=O)N1CCN(S(=O)(=O)N2CCCC(C(=O)NCc3ccc(OC)cc3)C2)CC1 (stereo not given) | -0.1 | -0.2 | 23 | -6% | -8% | -6% | -6 | 1% | 6%
17 | CC(C)c1cc(C(=O)NCc2ccccc2)no1 | -1.1 | 0.1 | x | 0% | -7% | -15% | -2 | 0% | 10%
18 | CSc1ccccc1NC(=O)CSc1nnnn1-c1ccccc1SC | -0.8 | 0.2 | 0 | 4%[57.1 µM] | 18% | -18% | 11 | 3% | -1%[57.1 µM]
19 | COc1ccc(C2NC(=S)NC(O)(C(F)(F)F)C2C(=O)c2cccs2)cc1 (stereo not given) | -0.2 | 3.2 | 0 | -10% | 1% | -5% | -2 | 5% | u
20 | Cc1nc(CC(=O)Nc2nc(C(C)(C)C)cs2)cs1 | -1.2 | -0.5 | -6 | -6% | 5% | -5% | 15 | -1% | 2%

# Reprinted from the part before: 2 compounds, then new ones.
nr | smiles | TRHR ag | D2 ag | D2 antagonist | TrxR1 substrate | Pin1 inhibitor | USP1-UAF1 inh | TRHR enhancer | IDH1 R132H inh | rTrxR1 inhibitor
19 | COc1ccc(C2NC(=S)NC(O)(C(F)(F)F)C2C(=O)c2cccs2)cc1 (stereo not given) | -0.2 | 3.2 | 0 | -10% | 1% | -5% | -2 | 5% | u
20 | Cc1nc(CC(=O)Nc2nc(C(C)(C)C)cs2)cs1 | -1.2 | -0.5 | -6 | -6% | 5% | -5% | 15 | -1% | 2%
21 | CN1CCN(C(=O)C(C(=O)c2ccc(F)cc2)n2ccccc2=O)CC1 (stereo not given) | 1.7 | -0.4 | 6 | -2%[57.1 µM] | 4% | -1% | -1 | 0% | -4%[57.1 µM]
22 | COc1cccc(NC(=O)CN2CCSc3ccccc32)c1 | 0.0 | -0.2 | -8 | 10%[57.1 µM] | -7% | -1% | 19 | 11% | 14%[57.1 µM]
23 | O=C(Nc1ccc(F)cc1F)c1cc(-c2ccc3c(c2)OCO3)on1 | 1.9&1.3 | 0.8&-0.1 | -1 | -1%[57.1 µM] | -2%&-3% | 0%&-23% | 1&-1 | 1%&0% | 0%[57.1 µM]
24 | Cc1ccc(CN2CCN(Cc3c(C)nn(-c4ccc(F)cc4)c3C)CC2CCO)o1 (stereo not given) | 0.4 | 1.2 | -16 | 1% | -8% | -23% | -3 | -3% | 2%
25 | CCOC(=O)C1=C(C)N(CCO)C(=O)NC1c1ccccc1 (stereo not given) | -2.1 | -1.0 | -3 | 10%[57.1 µM] | 9% | 1% | -2 | 2% | 8%
26 | CC(C)(C)NC(=O)CC1C[C@H](C(=O)N2CCOCC2)[C@@]2(CCC3CCCC3)c3[nH]c4ccccc4c3CCN2C1=O (stereo not given in full) | x | x | x | -5% | u | -8% | x | -7% | 12%
27 | CN(C)C(=O)c1ccc(NC(=O)c2cc(-c3ccco3)nc3ccccc23)cc1 | 0.2 | 0.3 | -6 | 30%[activator] | u | -15% | 1 | 8% | 40µM*
28 | CCOc1ccc(CCNC(=O)C2CCN(S(=O)(=O)N3CCC(C)CC3)CC2)cc1OCC | -1.2 | -1.0 | -13 | 0% | -1% | -7% | -11 | 5% | 8%
29 | O=C(COC(=O)C1CCN(c2ccc(C(F)(F)F)cn2)CC1)NCc1cccc(Cl)c1 | 3.0 | 2.3 | 34* | -3% | 20% | -29% | 0 | 10% | 1%
30 | CCOC(=O)C1CCN(C(=O)c2ccc(Br)o2)CC1 | -0.2 | -2.3 | 9 | 0% | -1% | -23% | 6 | 9% | -11%

# Full records, looked up by structure:
# Entry for CCOc1ccc(CCNC(=O)C2CCN(S(=O)(=O)N3CCC(C)CC3)CC2)cc1OCC = TRHR ag = -1.2; D2 ag = -1.0; D2 antagonist = -13; TrxR1 substrate = 0%; Pin1 inhibitor = -1%; USP1-UAF1 inh = -7%; TRHR enhancer = -11; IDH1 R132H inh = 5%; rTrxR1 inhibitor = 8%
# Entry for Cc1ccc(CN2CCN(Cc3c(C)nn(-c4ccc(F)cc4)c3C)CC2CCO)o1 (stereo not given) = TRHR ag = 0.4; D2 ag = 1.2; D2 antagonist = -16; TrxR1 substrate = 1%; Pin1 inhibitor = -8%; USP1-UAF1 inh = -23%; TRHR enhancer = -3; IDH1 R132H inh = -3%; rTrxR1 inhibitor = 2%
# Entry for CCOC(=O)C1=C(C)N(CCO)C(=O)NC1c1ccccc1 (stereo not given) = TRHR ag = -2.1; D2 ag = -1.0; D2 antagonist = -3; TrxR1 substrate = 10%[57.1 µM]; Pin1 inhibitor = 9%; USP1-UAF1 inh = 1%; TRHR enhancer = -2; IDH1 R132H inh = 2%; rTrxR1 inhibitor = 8%

# Later entries:
nr | smiles | TRHR ag | D2 ag | D2 antagonist | TrxR1 substrate | Pin1 inhibitor | USP1-UAF1 inh | TRHR enhancer | IDH1 R132H inh | rTrxR1 inhibitor
31 | Cc1cc(OC(=O)c2cccc(C(F)(F)F)c2)c([N+](=O)[O-])c(=O)[nH]1 | -0.2 | 2.1 | -8 | -13% | 10% | -14% | 7 | 0% | -14%
32 | O=C(COc1nncc2ccccc12)NCCC1=CCCCC1 | -0.3 | -0.2 | 3 | 6% | 0% | -23% | 10 | 4% | 13%
33 | CC(=O)OCC(=O)Nc1ccc(C(C)=O)cc1 | 1.3 | -0.5 | 0 | 0% | -11% | 5% | -5 | -2% | -10%
34 | COc1ccccc1-c1c(C)nn2c(N)c(-c3ccc(Cl)cc3)cnc12 | -0.4 | 0.7 | 11 | 6%[57.1 µM] | 5% | -18% | 23 | -5% | 3%[57.1 µM]
35 | COc1ccc(S(=O)(=O)CCC(=O)N2CCN(c3ccc(C(C)=O)cc3)CC2)cc1 | 0.0 | 0.8 | 3 | -4% | -1% | -21% | 0 | 2% | -10%
36 | CCCn1c(N)c(N(CCOC)C(=O)CSc2cc(C)c3ccccc3n2)c(=O)[nH]c1=O | x | x | x | 2% | 1% | -12% | x | 0% | 6%
37 | Cn1c(=O)[nH]c(=O)c2c1nc(N/N=C/c1ccncc1)n2Cc1ccc(F)cc1 | 0.1 | -0.1 | -5 | -3%[57.1 µM] | 4% | -18% | -1 | -1% | -11%[57.1 µM]
38 | CCOCCCNC(=O)COC(=O)/C=C/c1ccc(S(=O)(=O)N2CCc3ccccc32)cc1 | 0.5 | -0.7 | 1 | 9%[57.1 µM] | -7% | -20% | -2 | 22% | 19%[57.1 µM]
39 | COc1ccc(Cl)cc1NC(=O)c1cc(-c2ccc3c(c2)OCO3)on1 | 1.0 | 0.6 | x | -3% | -9% | -6% | 1 | -11% | 15%
40 | CCC(C)[C@H](NC(=O)C1CC(=O)N(c2ccc3c(c2)OCO3)C1)C(=O)NC1CCCCC1 (stereo not given in full) | 0.1 | 0.4 | 8 | 1% | u | u | 5 | 5% | 2%
41 | Cc1ccccc1NC1=NS(=O)(=O)c2ccccc21 | 0.0 | 0.0 | 2 | -8% | -4% | u | -3 | -1% | 16%

# The list is partial; count on the stated rates, not on these rows.
